# Menin MLL FP TR – inhibitors of human menin-MLL interaction, mutant MLL peptide; O00255; Menin + Texas Red MLL mutant peptide, fluorescence polarization; Potency, µM (highest dose often 61.6 µM), without a hit: at the highest dose FP activity change, negative = inhibition, usual class: inhibitors; 270,000 compounds, 0.23% hits; AID 1768; active = well fitted inhibition curve with a large enough effect in the polarisation, with a control signal flat, not every such curve was filed as active; inconclusive = small, poorly fitted or top-dose-only effect, or effect the other way, or a change in a side signal; inactive = no such curve, though single readings can be large or run the other way; the % refers to the polarisation; note: potency is the fitted concentration of half-maximal effect; % of control where 0% means no effect; many of its hits are not listed in these tables
# Target sequence (O00255 whole entry, looked up): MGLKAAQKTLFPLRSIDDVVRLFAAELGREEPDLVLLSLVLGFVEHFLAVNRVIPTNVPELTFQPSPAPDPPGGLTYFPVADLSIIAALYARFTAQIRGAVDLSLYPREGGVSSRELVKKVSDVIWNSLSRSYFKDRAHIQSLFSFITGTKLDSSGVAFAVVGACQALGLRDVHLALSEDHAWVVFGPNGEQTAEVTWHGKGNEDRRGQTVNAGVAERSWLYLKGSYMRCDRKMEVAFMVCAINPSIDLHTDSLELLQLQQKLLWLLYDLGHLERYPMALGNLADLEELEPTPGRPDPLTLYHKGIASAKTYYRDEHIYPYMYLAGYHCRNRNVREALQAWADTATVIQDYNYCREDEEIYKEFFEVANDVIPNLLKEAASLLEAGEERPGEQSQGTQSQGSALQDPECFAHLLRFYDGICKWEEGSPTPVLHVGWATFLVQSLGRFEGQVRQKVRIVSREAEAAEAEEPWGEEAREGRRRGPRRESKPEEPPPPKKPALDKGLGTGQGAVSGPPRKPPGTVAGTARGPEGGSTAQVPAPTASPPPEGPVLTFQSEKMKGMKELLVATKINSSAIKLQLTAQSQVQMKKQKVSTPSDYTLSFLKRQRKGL
# Coupling enz – inhibits coupling enzyme system, counter-screen for aldolase hits; coupling enzyme system counterscreen, AmpLite Red fluorescence; activity change, negative = inhibition, % at 58.2 µM, hits read low; 290,000 compounds, 0.67% hits; AID 2472; in the data active = activity change below about -30%; note: % is set by controls: 0 for no effect and ±100 for the full control effect
#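 Coupling enzymes only (glyceraldehyde-3-phosphate) + compound, at 57.5 uM final, 10 min RT; add substrate/coupling/AmpLite Red mix, 20 min RT; fluorescence ex 525/em 598 nm. Actives flag coupling-system interference.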
# PTAP TSG101 blk – blocks PTAP/TSG101 interaction to inhibit HIV-1 budding; Q99816; Fluorescence polarization, FITC-PTAP peptide / Tsg101 binding; Potency, µM (doses to about 115 µM), without a hit: at the top dose activity change, negative = inhibition, most hits filed as inhibitors; 340,000 tested, under 10 active; active = well fitted inhibition curve with a large enough effect in the main read-out, with a control signal flat, not every such curve was filed as active; inconclusive = small, poorly fitted or top-dose-only effect, or effect the other way, or a change in a side signal; inactive = no such curve, though single readings can be large or run the other way; note: potency is the fitted concentration of half-maximal effect; % of control where 0% means no effect
# Target sequence (Q99816 whole entry, looked up): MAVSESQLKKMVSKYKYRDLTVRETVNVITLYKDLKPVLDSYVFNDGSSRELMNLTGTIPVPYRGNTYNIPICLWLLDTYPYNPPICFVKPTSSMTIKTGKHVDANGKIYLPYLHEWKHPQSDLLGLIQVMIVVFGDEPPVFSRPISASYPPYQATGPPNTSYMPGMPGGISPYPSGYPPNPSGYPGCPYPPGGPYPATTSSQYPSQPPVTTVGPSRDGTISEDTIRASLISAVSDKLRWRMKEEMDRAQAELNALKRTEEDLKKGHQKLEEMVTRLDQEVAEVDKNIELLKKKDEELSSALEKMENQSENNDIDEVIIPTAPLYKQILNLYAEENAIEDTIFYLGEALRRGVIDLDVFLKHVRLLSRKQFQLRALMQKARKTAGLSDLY
#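 Tsg101 binding domain (10 uM final) was mixed with compound and a FITC-labeled PTAP peptide (50 nM final) in HEPES pH 7.5 buffer with NaCl, Tween 20, EDTA and TCEP; fluorescence polarization was read after 20 min at r.t.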
# a7 integrin act – activates integrin-mediated alleviation for muscular dystrophy; alpha7betagal myoblasts, beta-gal FDG fluorescence, 48 h; Potency, µM (titrated, usually from 38.3 µM), for inactives: top-dose activation, usual class: activators; 350,000 compounds, 0.064% hits; AID 624291;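 note: potency is the fitted concentration of half-maximal effect; 100% = response of the positive control SU9516; nearly all actives have a fitted effect of over 60% in size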
#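 alpha7betagal+/- myoblasts (passage 13, 250/well) treated 48 h at 37C with compounds at 1:260 dilution of DMSO stock. Lysed, then beta-galactosidase activity read as FDG fluorescence (ex 480/em 540) after 30 min, with pre-read for autofluorescence.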
# Giardia killer – kills Giardia lamblia. 340,000 compounds, 0.15% hits. activity change, % at 7.66 µM, hits read low. Giardia lamblia trophozoite viability; in the data active = activity change below about -80%; inconclusive = between about -30% and that limit;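 note: parasites exposed to compound for two days anaerobically before the ATP read; % is set by controls: 0 for no effect and ±100 for the full control effect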
#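 Giardia lamblia trophozoites (100 cells/well) were incubated with compounds for 48 h at 37 deg C under anaerobic conditions. Viability was read as ATP content by one-step luminescence after 15-30 min at room temperature.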
# GALK inhibitor – galactokinase (human) inhibition | Potency, µM (doses to about 57.5 µM), for inactives: at the highest dose activity change, negative = inhibition, usual class: inhibitors | P51570 | 270,000 compounds, 0.007% hits | Purified GALK, Kinase-Glo residual ATP luminescence | AID 1868; note: potency is the fitted concentration of half-maximal effect; % is set by controls: 0 for no effect and ±100 for the full control effect
#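 GALK at 5 nM final was combined with compound, 35 uM ATP and 100 uM galactose in HEPES pH8.0 with MgCl2 and DTT. The reaction ran one hour at room temperature before luminescent ATP detection.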
# ASM inhibitor – human S-ASM enzyme inhibition; P17405; placental ASM, HMU-PC fluorogenic substrate, 60 min; Potency, µM (highest dose often 57.5 µM), inactives show at the top dose activity change, negative = inhibition, hits mostly inhibitors; 340,000 compounds, 0.006% hits; AID 504937; note: potency is the fitted concentration of half-maximal effect
#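 Fluorogenic HMU-PC substrate (9 uM final) is turned over by placental ASM in 60 min at 37 C after a 10 min compound preincubation. Reaction ended by alkaline stop (pH 10), with fluorescence read at 386/447 nm.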
# PKM2 act – activators of human pyruvate kinase M2. purified PKM2, Kinase-Glo ATP luminescence, activation; response scale: 0% is enzyme alone, no compound. Potency, µM (titrated, usually from 57.5 µM), for the others: at the highest dose activation, most hits filed as activators. 260,000 compounds, 0.34% hits; note: potency is the fitted concentration of half-maximal effect; % is set by controls: 0 for no effect and ±100 for the full control effect; nearly all actives have a fitted effect of over 55% in size
#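 hPK-M2, >95% pure; 0.1 mM ADP / 0.5 mM PEP final; imidazole pH7.2 buffer w/ 7 mM MgCl2, 50 mM KCl; 1 h RT; Kinase-Glo lum. Intermediate enzyme activity for dual inhibitor/activator qHTS.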
# Tb PFK block – T. brucei PFK enzyme inhibition; 330,000 compounds, 0.17% hits; Potency, µM (titrated, usually from 57.5 µM), for the others: at the highest dose activity, negative = inhibition, usual class: inhibitors; O15648; AID 485367; T. brucei PFK, ADP-Glo luminescence;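 note: potency is the fitted concentration of half-maximal effect; 0% = uninhibited 1x PFK enzyme wells and -100% = no-enzyme wells; nearly all actives have a fitted effect of over 60% in size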
#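 Luminescent ADP detection (ADP-Glo, two-step: ATP depletion then ADP-to-ATP conversion for luciferase) reported PFK activity after 45 min room-temperature reaction of 1.25 nM enzyme with 0.5 mM F6P and 0.1 mM ATP at pH 8.0.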
# B2AR arrestin – beta2AR (human) beta-arrestin recruitment activity | P07550 | beta-arrestin recruitment to beta2AR, cell-based reporter | Potency, µM (doses to about 46.1 µM), without a hit: top-dose activation, actives largely listed as activators | 330,000 compounds, 0.02% hits;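 note: potency is the fitted concentration of half-maximal effect; 0% = DMSO controls and full agonism = EC100 isoproterenol or metaproterenol; nearly all actives have a fitted effect of over 65% in size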
# BCR signal inh – blocks chronic active B-cell receptor signaling; ABC-DLBCL IkBa-CBG/CBR reporter, luminescence ratio, 4 h; Potency, µM (series often up to 46.1 µM), for inactives: top-dose ratio change, negative = lower green/red ratio, hits mostly inhibitors; 340,000 compounds, 0.05% hits; AID 493014; active = well fitted inhibition curve with a large enough effect in the signal ratio, with a control signal flat, not every such curve was filed as active; inconclusive = small, poorly fitted or top-dose-only effect, or effect the other way, or a change in a side signal; the % refers to the signal ratio;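 note: potency is the fitted concentration of half-maximal effect; plate controls were basal doxycycline-induced cells for no effect and cells given 10 µM MG132 for full effect; MG132 reads +100%, hits lower the ratio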
#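 Doxycycline induced both beetle luciferases in TMD8 lymphoma cells; IKK-driven degradation limits the IkappaBalpha-fused green signal, while red luminescence normalises for cell number and nonspecific effects. Compounds tested up to 46 uM, 4 hrs.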
# Numbers without * were called inactive; ? = inconclusive; nt = not tested or not shown; [ ] = dose if it differs, or a comment. Unless noted, calls come from the whole dose curve; as a rule, active = well fitted curve in the direction sought with a large enough effect; inconclusive = small, poorly fitted or top-dose-only effect, or another doubt; inactive = no such curve, though single readings can be large; an effect the other way counts as inactive or inconclusive.
SMILES,Menin MLL FP TR,Coupling enz,PTAP TSG101 blk,a7 integrin act,Giardia killer,GALK inhibitor,ASM inhibitor,PKM2 act,Tb PFK block,B2AR arrestin,BCR signal inh
Cc1cccc(C)c1OCC(=O)Nc1ccncc1,?,2,-1%,-39%,-6,-6%,2%,2%,-1%,0.3%,-12%
C=CCn1c(Oc2ccc(C=O)cc2OCC)nc2c1c(=O)n(C)c(=O)n2C,-14%,-3,-2%,-3%,-1,-6%,-1%,nt,3%,0.5%,-4%
Cc1ccc2c(c1)NC(=O)C(CC(=O)NCCCN1CCCCC1)O2 (centres undefined),-5%,1,-3%,-6%,-29,1%,9%,7%,0%,0.0%,?
O=C(CSc1nc2ccccc2o1)N1c2ccccc2Sc2ccc(Cl)cc21,?,2,1%,2%,-2,4%,-18%,-1%,-4%,0.0%,5%
O=C1c2ccccc2C(=O)N1/N=C/c1ccc(O)c(O)c1O,nt,-68*,-7%,-75%[inhibitor],-15,-2%,-6%,22%,19µM*,-0.5%,?
CCOC(=O)Nc1nc(-c2ccccc2)c(C(=O)c2ccccc2)s1,10%,-7,4%,-21%,-18,1%,-2%,1%,1%,-0.3%,?
CC(=O)NC(C)Cc1cn(Cc2ccccc2)c2ccccc12 (centres undefined),-19%,-1,0%,-6%,12,0%,-1%,nt,3%,-0.3%,-2%
O=C(COC(=O)c1ccc([N+](=O)[O-])o1)Nc1ccc2c(c1)OCO2,nt,nt,-4%,0%,-15,nt,0%,nt,0%,0.0%,0%
C/C(=N\S(=O)(=O)c1ccc(C)cc1)N1CCCCC1,-2%,-2,2%,-13%,8,0%,2%,3%,2%,-0.4%,?
COC(=O)COc1cccc(NC(=O)COc2ccccc2)c1,18%,1,-4%,-19%,-17,3%,5%,-2%,-2%,0.0%,-7%
COc1ccc(-c2c(C)cc3oc(=O)cc(-c4ccccc4)c3c2C)cc1C=O,13%,2,-1%,-16%,5,nt,-3%,nt,0%,0.4%,?
Cc1nc2c([nH]c3ccc(Br)cc32)s1,25%,0,nt,10%,2,-4%,-2%,-8%,-4%,-0.1%,?
Cc1nn(C)cc1/C=C/C(=O)c1ccccc1,nt,0,-3%,22%,-14,-4%,8%,-14%,-3%,0.0%,?
O=C(Nn1c(O)c(C=C2N=c3ccccc3=N2)sc1=S)c1ccccc1,?,0,-6%,-34%,-3,-3%,-20%,3%,4%,1.0%,?
CN(C)c1ccc(-c2nnn(Cc3ccccc3Br)n2)cc1,19%,4,6%,-4%,-14,3%,-3%,-1%,0%,-0.4%,-5%
CC1CCN(c2oc(-c3cccc4ccccc34)nc2C#N)CC1,12%,1,0%,11%,5,-3%,401%[activator],8%,1%,-0.2%,4%
CCN(CC)C(=O)c1nc[nH]c1C(=O)N(CC)CC,nt,nt,nt,18%,9,nt,6%,nt,7%,0.1%,-2%
Cc1csc(SCC(=O)NC2CCS(=O)(=O)C2)n1 (centres undefined),nt,nt,-4%,16%,1,nt,5%,nt,0%,0.1%,1%
Cc1cccc(N2CCN(C(=O)c3cccc(N4C(=O)C5CC=CC(C)C5C4=O)c3)CC2)c1C (centres undefined),?,0,-7%,-13%[7.66 µM],-2,0%,-9%,-1%,-2%,0.1%,-4%
NC(=O)CC(NC(=O)Cc1cccc2ccccc12)c1ccc(N2CCN(c3ccccn3)CC2)c([N+](=O)[O-])c1 (centres undefined),-6%,-1,0%,-23%,17,nt,-3%,-1%,1%,-0.7%,0%
CC(C)C(=O)Nc1c(-c2ccccc2F)c(=O)c2ccccc2n1C,?,-2,-6%,26%,9,4%,3%,nt,-5%,-0.7%,?
COc1ccc(CNC(=O)C(OC(=O)c2nsc(Cl)c2Cl)C(C)C)cc1 (centres undefined),0%,1,-5%,32%,2,4%,1%,-3%,-2%,-1.1%,4%
COCCNC(=O)c1cccc(OC2CCN(Cc3ccc(OC(F)F)cc3)CC2)c1,-18%,0,-4%,-1%,-20,-2%,-1%,0%,-4%,0.4%,-8%
CC(=O)NC(C)C(=O)OCC(=O)c1ccc(-c2ccccc2)cc1 (centres undefined),-27%,3,-1%,30%,-8,15%,-12%,-1%,-3%,0.2%,?
CCO[C@H]1OC(C(=O)N2CCN(C)CC2)=C[C@@H](c2coc3ccccc3c2=O)[C@@H]1CCCO,-2%,5,-4%,0%,-6,-2%,0%,-3%,2%,-0.5%,-10%
CN1C(=O)/C(=C\c2ccc(N(C)C)cc2)OC1=S,?,-1,?,19%,0,0%,5%,0%,2%,-0.1%,9%
Cc1csc(NC(=O)c2c(O)c3c(n(CC(C)C)c2=O)CCCC3)n1,?,1,-5%,21%,-14,0%,-5%,4%,-8%,-0.1%,?
Cc1ccc(-c2cc(Cc3ccncc3)c(=O)[nH]n2)cc1,nt,4,0%,-12%,-10,nt,-4%,-4%,-5%,-0.7%,-5%
Cc1cccc(-c2csc(N)c2C(=O)OC(C)C)c1,-1%,-6,-6%,0%,-3,1%,-4%,0%,1%,-1.0%,5%
O=C(CCCN1C(=O)c2ccccc2C1=O)NCc1ccco1,-13%,0,-6%,-8%,-3,-1%,0%,-15%,3%,-0.5%,?
COc1cc2c(cc1NC(=O)COCC(=O)O)oc1ccccc12,22%,3,0%,-18%,-4,nt,12%,nt,0%,-0.1%,?
O=C(CN1C(=O)NC2(CCCC2)C1=O)Nc1ccc(Cl)cc1F,-11%,2,-7%,6%,17,6%,-2%,nt,-1%,0.3%,6%
CCOc1ccc(-c2noc(CCCC(=O)NC3CCCC3)n2)cc1OC,-18%,1,-3%,-2%,-3,0%,4%,nt,1%,-0.1%,?
Cc1ccccc1-n1nc2c(c1NC(=O)c1cc3ccccc3oc1=O)CS(=O)C2 (centres undefined),-3%,-1,-4%,-10%,3,0%,-3%,-5%,0%,0.2%,1%
CCOC(=O)C1CCCCN1Cc1cccc(C(F)(F)F)c1 (centres undefined),0%,1,-2%,-10%,-4,2%,-1%,-5%,-2%,0.2%,12%
COc1ccc(N2CCc3c(C)nc4c(OC)cc(OC)cc4c32)c(OC)c1,?,-14,-1%,-66%[inhibitor],0,1%,12%,1%,-3%,-1.3%,0%
CC(C)(C)N1CCC1C(N)=O (centres undefined),nt,1,nt,nt,nt,5%,nt,-20%,0%,-0.4%,9%
Cn1nnnc1Sc1ncnc2scc(-c3ccccc3Br)c12,nt,nt,-4%,nt,10,nt,-4%,nt,-6%,-0.1%,?
COC(=O)c1c(C)[nH]c(C(=O)CSc2ccc(Cl)cc2)c1C,nt,1,2%,0%,11,-6%,-2%,0%,0%,-1.0%,?
CN(C(=O)COC(=O)c1ccc(NS(=O)(=O)c2cccs2)cc1)C1CCCCC1,-18%,-2,-1%,?,4,0%,5%,5%,-1%,-0.7%,-3%
Cc1csc(NC(=O)CSc2nnc(-c3cccs3)n2C)n1,0%,0,-7%,?,6,4%,1%,7%,-4%,-0.9%,1%
Cc1ccccc1N=Nc1ccc(O)c2ncccc12,?,0,-2%,-25%,-23,1%,-5%,-3%,3%,-1.7%,?
Cc1ccccc1-n1nc(C)c2cc(C(=O)NC3CC3)sc21,12%,5,-7%,-35%[7.66 µM],16,3%,-1%,-5%,4%,0.2%,?
COc1ccc(CN2C(=O)CN(C3CCCCCC3)C(=O)C2c2ccc(OC)c(OC)c2)cc1 (centres undefined),9%,nt,-8%,-16%[7.66 µM],4,0%,-3%,-4%,0%,-0.3%,-5%
COc1ccccc1CCNC(=O)NC1CCCCC1,-22%,0,-6%,?,12,8%,3%,1%,-4%,-0.5%,?
Nc1nonc1C(=O)N1CCCC1,3%,5,-3%,?,-3,-3%,6%,-28%,-2%,-0.1%,-3%
COc1ccc(NC(=O)CCCN2C(=O)C(c3ccccc3)Oc3cccnc32)c(OC)c1 (centres undefined),nt,nt,0%,7%,-3,5%,0%,nt,-4%,-0.2%,?
C=CCN1C(=O)CS/C1=N\N=C\c1cccc([N+](=O)[O-])c1,-9%,1,-5%,4%,6,6%,-2%,4%,2%,-1.0%,3%
CCOC(=O)Nc1ccc2nc3n(c(=O)c2c1)CCCCC3,-3%,-2,0%,23%,-21,9%,-5%,nt,1%,-0.1%,7%
Cc1nn(-c2ccccc2)c(N2CCCC2)c1/C=N/NC(=O)c1cc(-c2ccccn2)nc2ccccc12,8%,-2,-1%,3%,5,0%,-8%,-1%,2%,0.3%,?

# Bioassay records deposited in PubChem by National Center for Advancing Translational Sciences (NCATS).

# An excerpt; count on the stated rates, not on these rows.
